# Compound activity as filed in PubChem BioAssay.
# NALP3 yeast inh: NALP3 inflammasome inhibitors in reconstituted yeast, primary screen, luminescence, uHTS; 330,000 compounds, 0.39% hits; AID 2825, 2010; Yeast reconstituted NLRP3/ASC/caspase-1, beta-gal luminescence, 24 h; inhibition, % at 10 µM;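 active = inhibition of 50% or more; inactive = inhibition below 50%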;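 also: plate controls were induced DMSO wells for no effect and uninduced yeast grown without galactose for full effect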
# Mdm2-MdmX inh: inhibitors of human Mdm2-MdmX association, primary screen, cell-based, luminescence, split luciferase, SaOS-2, uHTS; SaOS-2 split-luciferase Mdm2/MdmX complementation; inhibition, % at 8 µM; 330,000 compounds, 3% hits;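 active = inhibition of at least 50% at 8 µM in the primary screen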
# Target sequence (O15151 whole entry, looked up): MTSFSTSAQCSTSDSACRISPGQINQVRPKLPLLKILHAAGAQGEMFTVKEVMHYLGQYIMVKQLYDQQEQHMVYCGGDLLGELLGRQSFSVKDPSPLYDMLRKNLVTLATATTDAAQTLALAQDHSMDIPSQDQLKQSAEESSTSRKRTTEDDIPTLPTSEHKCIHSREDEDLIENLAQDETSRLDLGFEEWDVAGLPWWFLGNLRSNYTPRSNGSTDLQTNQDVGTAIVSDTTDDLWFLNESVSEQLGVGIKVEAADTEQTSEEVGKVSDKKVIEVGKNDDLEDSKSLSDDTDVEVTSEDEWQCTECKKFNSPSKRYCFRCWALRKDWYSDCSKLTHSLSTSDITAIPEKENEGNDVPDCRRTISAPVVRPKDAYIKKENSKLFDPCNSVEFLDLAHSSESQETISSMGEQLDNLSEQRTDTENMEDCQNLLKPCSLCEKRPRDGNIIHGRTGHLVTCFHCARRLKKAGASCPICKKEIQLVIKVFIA
# Target sequence (Q00987 whole entry, looked up): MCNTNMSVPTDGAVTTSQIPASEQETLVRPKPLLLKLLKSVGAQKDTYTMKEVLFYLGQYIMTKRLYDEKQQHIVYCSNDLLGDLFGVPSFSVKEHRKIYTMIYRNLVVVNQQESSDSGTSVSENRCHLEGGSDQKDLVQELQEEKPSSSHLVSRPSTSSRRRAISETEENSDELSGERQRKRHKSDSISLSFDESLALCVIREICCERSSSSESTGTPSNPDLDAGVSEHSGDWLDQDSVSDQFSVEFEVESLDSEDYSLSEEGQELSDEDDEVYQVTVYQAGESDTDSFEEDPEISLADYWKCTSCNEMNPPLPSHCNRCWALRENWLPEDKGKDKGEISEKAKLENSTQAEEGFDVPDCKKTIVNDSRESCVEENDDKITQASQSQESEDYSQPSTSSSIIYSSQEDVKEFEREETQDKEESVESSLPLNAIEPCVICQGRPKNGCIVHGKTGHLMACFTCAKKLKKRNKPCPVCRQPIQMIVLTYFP
# XBP1 UPR activ: activators of adaptive XBP1 UPR arm, primary screen, cell-based, CHO-XBP1 luciferase reporter, luminescence, uHTS; activation, % at 20 µM; 330,000 compounds, 0.33% hits; IRE1-XBP1 UPR activation; percent of tunicamycin response, DMSO as zero;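 active = versus positive control, 20 µM dose yields 30% or more activation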;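 also: 100% = tunicamycin at 10 µg/mL and 0% = DMSO only wells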
#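 Material: CHO-XBP1 cells stably carrying IRE1-XBP1-driven luciferase reporter / Amount: 1000 cells per well / Compound: 20 µM, 1% DMSO / Times: 6 h treatment, 37 °C / Detection: luciferase luminescence / Measure: % activation of reporter signal versus tunicamycin and DMSO controls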
# tim10-1 inh: growth inhibitors of tim10-1 mutant yeast, primary screen, luminescence, uHTS | 330,000 compounds, 2.2% hits | S. cerevisiae tim10-1 ts strain growth, BacTiter-Glo, 24 h | inhibition, % at 20 µM;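 active = inhibition of at least 40%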;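 also: mutant grown at 25 °C; 0% = DMSO wells with yeast and 100% = wells holding no yeast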
# TIM10 inh: growth inhibitors of isogenic TIM10 control yeast, primary screen, counter-screen for tim10-1 yeast inhibitor project, luminescence, uHTS. AID 463195, 2010. S. cerevisiae TIM10 strain growth, BacTiter-Glo luminescence, 24 h. inhibition, % at 10 µM. 330,000 compounds, 1.4% hits;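 active = inhibition of 40% or more at the single tested concentration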;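 also: wild-type TIM10 isogenic control strain grown at permissive 25 °C; 0% = DMSO yeast wells and 100% = minimal medium wells without yeast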
# APJ ag: agonists of human apelin receptor APJ, primary screen, CHO-K1 cells, PathHunter beta-arrestin, luminescence | 0% DMSO wells, 100% apelin | activation, % at 20 µM | 330,000 compounds, 0.11% hits | AID 2520, 2010;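 active = activation more than six SD over the plate average, tested at 20 µM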;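 also: 0% = DMSO alone and 100% = apelin-13 at 10 nM; some results filed as inactive read as strong as hits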
#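 Assay system – PathHunter CHO-K1 APJ (AGTRL-1) beta-arrestin reporter cells · Compound – one dose, 20 µM compound, 1% DMSO · Timing – compound 90 min 25 °C, reagent 1 h · Measured by – luminescence from split beta-galactosidase complementation, Galacton Star/Emerald II substrate · Measure – beta-arrestin recruitment to APJ as agonist activity, luminescent signal · Benchmarks – DMSO vs Apelin-13 10 nM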
# GRIN3A LBD mod: binders of NR3A ligand-binding domain, primary screen, biophysical, differential scanning fluorimetry, uHTS; Glutamate receptor ionotropic, NMDA 3A (GRIN3A) ligand-binding domain; NR3A LBD differential scanning fluorimetry, Tm shift; 0% = protein alone, 100% = glycine-bound protein; Tm shift relative to glycine control, % at 25 µM; 340,000 compounds, 2.5% hits;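 active = melting temperature shift of at least 10% of the positive control shift, at one fixed dose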
# UPR CHOP act: activators of apoptotic CHOP UPR arm, primary screen, cell-based, CHO-CHOP luciferase reporter, luminescence, uHTS | activation, % at 10 µM | UPR activation; percent of tunicamycin response over DMSO baseline | AID 449763, 2010 | 330,000 compounds, 0.34% hits;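 active = at 10 µM dose, activation of 40% or more, normalized to positive control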;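 also: 100% = tunicamycin at 10 µg/mL and 0% = DMSO alone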
#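 Dosing – one dose, 10 µM in 0.5% DMSO · System – CHO-CHOP cells, stable luciferase reporter of PERK-eIF2a-CHOP signalling · Input – 500 cells/well · Control set – tunicamycin 10 µg/mL final as positive, DMSO-only wells as negative · Timing – 6 h compound treatment, 37 °C · Measure – % activation vs tunicamycin · Technique – luminescence read with Steady-Glo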
# tim23-1 inh: growth inhibitors of tim23-1 mutant yeast, primary screen, luminescence, uHTS; 330,000 compounds, 1.3% hits; S. cerevisiae tim23-1 growth, BacTiter-Glo luminescence, 24 h; AID 463212, 2010; inhibition, % at 20 µM;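 active = growth inhibition of the mutant yeast at or above 50%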;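 also: temperature-sensitive mutant grown at 25 °C; plate controls were DMSO-treated mutant yeast for no effect and medium wells lacking yeast for full effect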
# An asterisk follows results filed as active. An unsorted share of the library; 8.2% or so of the library scored in one or more.
# Every second line gives: NALP3 yeast inh	Mdm2-MdmX inh	XBP1 UPR activ	tim10-1 inh	TIM10 inh	APJ ag	GRIN3A LBD mod	UPR CHOP act	tim23-1 inh
- O=C(CC(c1ccccc1)c1cc(Br)ccc1O)N1CCCCC1 (centres undefined)
→ -6	2	-2	26	20	-5	1	-0.8	31
- O=C(CSc1nnc(CNC(=O)c2cccs2)o1)NCc1ccc(F)cc1
→ 0	-4	1	13	3	2	2	-0.3	10
- Cc1ccc2sc(N3CCN(C(=O)C4=COCCO4)CC3)nc2c1C
→ 22	16	-4	22	7	3	0	0.7	35
- COc1ccc(C(=O)O)cc1S(=O)(=O)N1CCCc2ccccc21
→ 6	-10	-4	4	5	-1	-2	0.7	-1
- Cc1ccc2sc(N(CCCN(C)C)C(=O)c3ccc(S(=O)(=O)N4CCc5ccccc5C4)cc3)nc2c1C
→ 15	98*	12	40*	20	2	14*	13	20
- Cc1ccc(S(=O)(=O)N2CCN(C(=O)c3ccccc3Cc3ccccc3)CC2)c(C)c1
→ 17	43	-10	28	29	2	-1	1.6	38
- O=C(Nc1nnc(-c2ccncc2)o1)c1cccc(N2C(=O)CCC2=O)c1
→ -4	-29	0	6	8	0	-1	-0.6	8
- COc1ccc(-c2c(=O)n(OC)c3ccccc3[n+]2[O-])cc1OC
→ 32	-18	-6	23	21	1	-1	10	23
- Cc1ccc(S(=O)(=O)N2CCN(C(=O)Cc3sc(C)nc3-c3ccc(F)cc3)CC2)c(C)c1
→ 17	30	-2	16	3	-6	0	1.2	33
- Cc1ccc(NC(=O)C(CC(C)C)NC(N)=O)cc1 (centres undefined)
→ 15	6	-2	12	5	-1	-2	-1.4	2
- CSc1ncccc1C(=O)OCC(=O)N1CCN(C(=O)c2ccco2)CC1
→ 14	9	-2	-3	8	-3	-3	0.9	9
- Cc1occc1-c1nnc(SCC(=O)N2CCCc3ccccc32)n1Cc1ccco1
→ 7	19	3	30	35	-1	4	-0.8	18
- CCOc1ncccc1C(=O)OCc1c(F)cccc1Cl
→ 8	10	1	-13	10	-1	0	0.4	24
- CCOc1ccc(CCNS(=O)(=O)c2ccc3c(c2)N(C(C)=O)CCO3)cc1OCC
→ -3	28	-2	11	-8	-4	0	-1.3	2
- COc1ccc(N(CC(=O)N/N=C/c2ccc(-c3ccc([N+](=O)[O-])cc3)o2)S(=O)(=O)c2ccc(C)cc2)cc1Cl
→ 6	-7	-2	26	-2	8	6	-8.5	19
- O=C1C2C3C=CC(C2C(=O)N1c1nccs1)C1C(=O)N(c2nccs2)C(=O)C31 (centres undefined)
→ -5	7	-2	13	-1	-1	-2	2.3	1
- CCOC(=O)c1ccccc1NC(=O)c1cccs1
→ 4	24	2	22	7	-5	1	-0.9	25
- Cc1cc(OCc2cc(C(=O)N3CCN(C)C(=O)[C@@H]3C)no2)cc(C)c1Cl
→ 2	23	-2	4	13	1	-3	6.9	16
- CC(OC(=O)COc1ccc(Nc2ccccc2)cc1)C(=O)N(C)c1ccccc1 (centres undefined)
→ 24	-4	-3	42*	13	9	-2	-0.7	31
- CCN(CC)S(=O)(=O)c1ccc(OC)c(NC(=O)c2ccc(N3CCCC3=O)cc2)c1
→ 3	-1	0	12	2	0	2	1.8	11
- CCOc1ccc(C2=Nn3c(nnc3-c3ccco3)SC2)cc1
→ 21	36	5	9	15	-1	0	-0.5	12
- Cc1cccc(OCC(=O)NNC(=O)C2CCCCC2C(=O)O)c1 (centres undefined)
→ 10	6	-3	11	3	-3	2	-1.4	0
- COc1cc(NC(=O)c2cc3nc(C)cc(C)n3n2)c(OC)cc1Cl
→ 19	-49	8	28	11	0	-3	4.3	23
- O=C1CC(c2ccc3c(c2)OCO3)c2cc3c(cc2N1)OCCO3 (centres undefined)
→ -9	3	1	24	11	-2	7	-2.3	28
- Cc1ccc(Sc2ccc(CN3CCCCC3)cc2[N+](=O)[O-])cc1
→ 27	13	4	-26	20	-5	0	1.6	36
- CCCSc1ccc([C@@H]2[C@H]3C(=O)N(CC)C(=O)[C@H]3[C@]3(C(=O)OC)CCCCN23)cc1
→ 17	0	0	31	20	-6	-3	0.7	32
- CC(NC(=O)C(c1ccccc1)c1ccccc1)c1ccccc1 (centres undefined)
→ -10	18	-2	21	20	-2	1	0.9	30
- CCOc1cc(/C=N/n2cnnc2)ccc1OC(=O)c1cccc([N+](=O)[O-])c1
→ -9	24	3	36	40	-3	1	0.2	19
- Cc1cc(C(=O)Nc2cccc(O)c2)co1
→ 0	-2	0	0	-4	-3	-37	5.7	-8
- COc1ccccc1CNC(=O)C1CCCN(S(=O)(=O)c2cccc3cccnc23)C1 (centres undefined)
→ 26	-11	-4	11	6	-3	0	-1.2	12

# Every second line gives: NALP3 yeast inh	Mdm2-MdmX inh	XBP1 UPR activ	tim10-1 inh	TIM10 inh	APJ ag	GRIN3A LBD mod	UPR CHOP act	tim23-1 inh
- O=C1CCc2cc(S(=O)(=O)N3CCCCC3)cc3c2N1CC3
→ 10	6	4	8	-1	3	1	-0.4	11
- Cc1ccc2c(c1)c1n[nH]c(=S)nc1n2CCc1ccccc1
→ 9	5	2	46*	41*	-3	1	2.5	28
- CCN(CC(=O)Nc1c(F)cccc1F)C(=O)c1ccc(N2CCCC2)c([N+](=O)[O-])c1
→ 27	-7	2	17	5	3	-2	-0.6	16
- CC1(NC(=O)c2cccc(S(=O)(=O)N3CCN(c4ccc(F)cc4)CC3)c2)CCS(=O)(=O)C1 (centres undefined)
→ 5	22	-3	16	4	3	2	-0.7	7
- COc1cccc(CN2C(=NC(=O)CCC3CCCC3)SC3CS(=O)(=O)CC32)c1 (centres undefined)
→ 8	39	-1	18	5	2	2	0.6	13
- Cc1ccc(NC(=O)COC(=O)[C@@H]2CC(O)CN2S(=O)(=O)c2ccc3c(c2)OCCO3)cc1 (some centres undefined)
→ -11	26	-3	-18	9	-2	-2	-1.6	3
- O=[N+]([O-])C(=C1SCCS1)C(=C(Cl)Cl)N1CCCCC1
→ 42	6	-1	30	10	-3	-1	-0.7	26
- C[C@@H](C(=O)NCCc1c[nH]c2ccccc12)[C@H]1C[C@]1(C)[C@H](NC(=O)OCc1ccccc1)c1ccccc1
→ 18	24	2	12	3	1	-6	2.0	17
- CCn1c(CSc2nc(C)cc(C)n2)nnc1SCC(=O)Nc1nc(-c2ccccc2)cs1
→ 9	19	0	10	-5	0	1	3.0	-2
- C(=N\NC1=Nc2cccc3cccc1c23)/c1ccccc1
→ 25	-185	2	27	32	0	-2	2.4	4
- COc1ccccc1NS(=O)(=O)c1ccc(C(=O)N2CCN(c3ccccn3)CC2)cc1
→ 8	22	-1	8	0	1	-2	0.7	5
- COc1ccc(NC(=O)c2cc3n(n2)C(C(F)(F)F)CC(c2ccc4c(c2)OCO4)N3)cc1OC (centres undefined)
→ 13	39	-3	38	41*	-4	-9	-0.1	34
- Cn1c(SCc2cc(=O)[nH]c(C(C)(C)C)n2)nnc1C(F)(F)F
→ 12	7	1	-11	-20	2	-1	0.6	-3
- N#CC1=C(N)NC(SCC(=O)c2ccc(Br)cc2)=C(C#N)C12CCCCC2
→ 9	14	-2	-81	-23	2	17*	-3.0	-73
- CCOC(=O)C1CCCN(S(=O)(=O)c2ccc(OC)cc2)C1 (centres undefined)
→ 34	1	-2	32	-3	-4	2	-2.1	29
- CCc1c(C)nc2c(C#N)c[nH]n2c1=O
→ 7	3	-1	12	-23	-1	0	-2.2	-12
- Cc1ccc(NS(=O)(=O)c2cccc(C(=O)N3CCCC(C)C3)c2)cc1 (centres undefined)
→ 9	5	-4	2	-4	-4	2	0.1	6
- CCOC(=O)/C=C/C(=O)Nc1ccccc1C(=O)NC1CCCCC1
→ 21	33	-1	46*	38	-2	-6	-0.1	33
- CN1CCN(S(=O)(=O)c2cccc(C(=O)N(C)Cc3c(F)cccc3Cl)c2)CC1
→ -6	27	0	20	2	-1	3	2.9	12
- NS(=O)(=O)c1ccc(CCNC(=O)CCC(=O)c2cccs2)cc1
→ 9	3	-1	-10	2	-1	2	-0.1	1
- COc1cc(CNc2ccc(CNc3ncn[nH]3)cc2)ccc1OCc1ccccc1
→ 23	-10	1	18	27	-2	-2	2.6	15
- O=C(O)CC1SC(=Nc2ccccc2)N(c2ccccc2)C1=O (centres undefined)
→ 10	12	-4	5	-1	0	0	-0.4	5
- CC(=O)Nc1cccc(-c2cnc(N)c(C(=O)c3cccnc3)n2)c1
→ 8	90*	-4	-3	7	-4	4	1.2	4

# 4 of the compounds above, as comma-separated lines:
smiles,NALP3 yeast inh,Mdm2-MdmX inh,XBP1 UPR activ,tim10-1 inh,TIM10 inh,APJ ag,GRIN3A LBD mod,UPR CHOP act,tim23-1 inh
NS(=O)(=O)c1ccc(CCNC(=O)CCC(=O)c2cccs2)cc1,9,3,-1,-10,2,-1,2,-0.1,1
Cn1c(SCc2cc(=O)[nH]c(C(C)(C)C)n2)nnc1C(F)(F)F,12,7,1,-11,-20,2,-1,0.6,-3
COc1cccc(CN2C(=NC(=O)CCC3CCCC3)SC3CS(=O)(=O)CC32)c1 (centres undefined),8,39,-1,18,5,2,2,0.6,13
COc1ccc(NC(=O)c2cc3n(n2)C(C(F)(F)F)CC(c2ccc4c(c2)OCO4)N3)cc1OC (centres undefined),13,39,-3,38,41*,-4,-9,-0.1,34

# Part of the list above, bar-delimited.
Compound | NALP3 yeast inh | Mdm2-MdmX inh | XBP1 UPR activ | tim10-1 inh | TIM10 inh | APJ ag | GRIN3A LBD mod | UPR CHOP act | tim23-1 inh
COc1ccc(NC(=O)c2cc3n(n2)C(C(F)(F)F)CC(c2ccc4c(c2)OCO4)N3)cc1OC (centres undefined) | 13 | 39 | -3 | 38 | 41* | -4 | -9 | -0.1 | 34
CCc1c(C)nc2c(C#N)c[nH]n2c1=O | 7 | 3 | -1 | 12 | -23 | -1 | 0 | -2.2 | -12
Cc1ccc2c(c1)c1n[nH]c(=S)nc1n2CCc1ccccc1 | 9 | 5 | 2 | 46* | 41* | -3 | 1 | 2.5 | 28
